C-LANA FP: blocks KSHV LANA C-terminal domain binding to DNA; inhibition, % at 9 µM; hit rate 0.078% among 340,000; MBP-C-LANA/FAM-LBS DNA binding, fluorescence polarization;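 active = highest replicate inhibition at or above 60% at 9 µM, even if other replicates fall short; inactive = all replicates below 60% inhibition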;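 note: 0% = neutral control wells and 100% = 4 µM acridine orange control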
CAL PDZ FP-1: CAL PDZ (human) peptide binding inhibition; purified CAL PDZ, TMR-peptide fluorescence polarization, 1 h; inhibition, % at 24.9 µM; hit rate 0.92% among 300,000; AID 602252;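 active = mean inhibition of at least 30% with at least half of replicates also reaching 30%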;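 note: 0% = DMSO neutral control and 100% = excess unlabeled competitor peptide PRC23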
CAL PDZ FP-2: human CAL PDZ-peptide interaction inhibition. AID 504414. inhibition, % at 20 µM. hit rate 0.02% among 330,000. Q9HD26. purified CAL PDZ, TMR-peptide fluorescence polarization, 1 h;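 active = highest replicate inhibition of at least 40%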;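 note: plate controls were DMSO neutral control wells for no effect and unlabeled competitor peptide control wells for full effect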
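Assay system – tagged CAL PDZ protein CerCALP, purified · Timing – 1 h at RT · Compound – single point, 20 µM · Measured by – fluorescence polarization from S- and P-plane intensities, G-factor corrected · Evaluation – inhibition from polarization loss · Probe or stimulus – TMR reporter peptide T*-PRC34 · Buffer or medium – pH 7.4 phosphate-saline buffer, reducing agent, detergent, IgG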
Pemphigus Ab inh: blocks pemphigus antibody binding to human desmoglein-3; P32926; DSG3-coupled beads, scFv-anti-DSG3-GFP binding, flow cytometry; stronger effect = lower value; binding (percent of control), % at 10 µM; hit rate 0.48% among 310,000; AID 588358;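 active = binding more than 3 SD below its plate's average and above zero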; note: some compounds called inactive have numbers as strong as hits
V-ATPase pHluor: regulators of yeast V-ATPase proton transport | S. cerevisiae, pHLuorin cytosolic pH fluorescence | response, % at 10 µM | hit rate 0.37% among 350,000 | AID 504577; in the data active = response mostly above about 7.3%, no sharp cut-off; inactive = mostly below about 5.4%; note: actives read high; inactives centre near 0; some compounds called inactive have numbers as strong as hits; reference of the scale not given here
Keap1 Nrf2 FP: inhibitors of human Keap1-Nrf2 protein-protein interaction; Q14145; Keap1 Kelch-Nrf2 peptide fluorescence polarization, 1536-well; inhibition, % at 9.4 µM; hit rate 0.15% among 340,000; in the data active = inhibition above about 12%;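 note: human Keap1 Kelch domain with fluorescein labeled Nrf2 9mer peptide probe; 0% = neutral control wells and 100% = peptide positive control; higher means more block of Keap1 binding to Nrf2 peptide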
Target sequence (Q14145 whole entry, looked up, the tested form may be a part): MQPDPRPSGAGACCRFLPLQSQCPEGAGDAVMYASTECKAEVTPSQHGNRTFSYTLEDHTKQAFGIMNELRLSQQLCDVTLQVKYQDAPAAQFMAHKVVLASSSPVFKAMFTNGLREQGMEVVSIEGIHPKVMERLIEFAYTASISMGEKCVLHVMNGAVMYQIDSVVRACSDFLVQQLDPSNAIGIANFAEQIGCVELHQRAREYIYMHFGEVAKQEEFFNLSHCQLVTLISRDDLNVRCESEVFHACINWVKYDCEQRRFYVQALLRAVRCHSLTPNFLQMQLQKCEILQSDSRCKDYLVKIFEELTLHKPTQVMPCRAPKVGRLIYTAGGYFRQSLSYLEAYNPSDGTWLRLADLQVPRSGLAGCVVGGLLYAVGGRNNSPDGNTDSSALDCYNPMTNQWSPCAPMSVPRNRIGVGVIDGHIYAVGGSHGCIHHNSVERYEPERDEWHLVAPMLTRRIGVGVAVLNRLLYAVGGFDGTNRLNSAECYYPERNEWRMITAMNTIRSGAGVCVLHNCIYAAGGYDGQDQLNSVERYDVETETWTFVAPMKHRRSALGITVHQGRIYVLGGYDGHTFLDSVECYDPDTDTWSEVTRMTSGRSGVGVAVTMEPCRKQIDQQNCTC
RTF Ca sens inh: cardiac RTF calcium desensitization; IANBD-labeled cardiac RTF, Ca2+ fluorescence; inhibition, % at 7.15 µM; hit rate 0.12% among 340,000;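 active = inhibition above the mean inhibition of all tested compounds plus 3 SD, cut at about 17% in these data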;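 note: assay run at fixed EC70 calcium of 1.6 mM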
Arr AP2 block: human beta-arrestin and AP2 interaction inhibition | FITC-arrestin peptide / GST-AP2 beads, flow cytometry; AP2 beta2 appendage carries R879A mutation | inhibition, % at 10 µM | hit rate 0.31% among 340,000;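 active = inhibition above a set limit, near 3 SD of compounds lacking own fluorescence, cut at about 54% in these data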;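 note: plate controls were DMSO wells for no effect and 5 µM unlabelled arrestin peptide for full effect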
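Assay system: GST-AP2 R879A bound to glutathione beads, E. coli-expressed; Medium: PBS with 0.05% Tween 20 and 0.1% BSA; Also added: fluorescein-tagged arrestin peptide at 50 nM final; Timing: 12 min plus 1 h, RT; Measured by: flow cytometry, FL1 (488/535 nm); Evaluation: percent drop in bead-associated FITC signal.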
DAGLB inh: blocks human DAGLB lipase activity; HEK293T DAGLB membrane lysate, EnzChek fluorogenic substrate; AID 504411; hit rate 0.059% among 340,000; Q8NCG7; inhibition, % at 5.17 µM; in the data active = inhibition above about 34%;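 note: 0% = enzyme with vehicle and 100% = wells lacking enzyme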
NSD2 inh: inhibitors of human histone methyltransferase NSD2; hit rate 0.54% among 310,000; inhibition, % at 12.5 µM; AID 743445; NSD2 peptide methylation, AlphaScreen, 120 min; O96028; in the data active = inhibition above about 50%
* marks the source's active call; other numbers are inactive results.

How did CC1CCN(c2ccc(-c3cccc(NC(=O)c4ccco4)c3)nn2)CC1 do in these assays?
C-LANA FP: -0.8; CAL PDZ FP-1: 5; CAL PDZ FP-2: -1.7; Pemphigus Ab inh: 102; V-ATPase pHluor: 2; Keap1 Nrf2 FP: -1; RTF Ca sens inh: 2; Arr AP2 block: -4; DAGLB inh: 1; NSD2 inh: -1

How did CCCC(C(=O)NC1CCCC1)N(Cc1ccc2c(c1)OCO2)C(=O)c1snc(C(N)=O)c1N (configuration not stated) do in these assays?
C-LANA FP: -1.1; CAL PDZ FP-1: 1; CAL PDZ FP-2: -3.1; Pemphigus Ab inh: 79; V-ATPase pHluor: -2; Keap1 Nrf2 FP: -5; RTF Ca sens inh: 4; Arr AP2 block: 23; DAGLB inh: -4; NSD2 inh: 15

How did Cc1nn(-c2ccccc2)nc1CNS(C)(=O)=O do in these assays?
C-LANA FP: -1.9; CAL PDZ FP-1: 2; CAL PDZ FP-2: -0.8; V-ATPase pHluor: -2; Keap1 Nrf2 FP: -2; RTF Ca sens inh: 2; Arr AP2 block: 1; DAGLB inh: -1; NSD2 inh: 0

Results for Cc1ccccc1CS(=O)(=O)c1ccc(C(=O)N2CCC(C)CC2)cc1[N+](=O)[O-] ?
C-LANA FP: 0.3; CAL PDZ FP-1: -3; CAL PDZ FP-2: -1.3; Pemphigus Ab inh: 128; V-ATPase pHluor: 1; Keap1 Nrf2 FP: 3; RTF Ca sens inh: -1; Arr AP2 block: 10; DAGLB inh: 0; NSD2 inh: 4

How did CCCCNC(=O)C(=O)Nc1ccc2c(c1)N(S(=O)(=O)c1cccs1)CCC2 do in these assays?
Pemphigus Ab inh: 101; V-ATPase pHluor: 3; DAGLB inh: -5; NSD2 inh: -8

How did CCOC(=O)c1c(/N=C/c2cccc([N+](=O)[O-])c2O)sc(C)c1C do in these assays?
C-LANA FP: -1.1; CAL PDZ FP-1: -3; CAL PDZ FP-2: -2.1; Pemphigus Ab inh: 83; V-ATPase pHluor: 1; Keap1 Nrf2 FP: -3; RTF Ca sens inh: -5; Arr AP2 block: 2; DAGLB inh: 7; NSD2 inh: 6

What do the screens show for `O=C(N/N=C/c1cccs1)c1ccc(NC(=O)c2ccccc2Cl)cc1`?
C-LANA FP: -1.0; CAL PDZ FP-1: 0; CAL PDZ FP-2: -5.8; Pemphigus Ab inh: 106; Keap1 Nrf2 FP: -1; RTF Ca sens inh: 5; Arr AP2 block: -2; DAGLB inh: 1; NSD2 inh: -3

Results for CC(C)Cn1nc(-c2ccccc2)c2ccccc2c1=O ?
C-LANA FP: -2.0; CAL PDZ FP-1: -4; CAL PDZ FP-2: 0.2; Pemphigus Ab inh: 118; V-ATPase pHluor: 0; Keap1 Nrf2 FP: 2; RTF Ca sens inh: -1; Arr AP2 block: -10; DAGLB inh: -10; NSD2 inh: -1

What do the screens show for `S=C(Nc1ccccc1)N1CCN(c2ccc(N3CCOCC3)nn2)CC1`?
C-LANA FP: -0.5; CAL PDZ FP-1: 0; CAL PDZ FP-2: -1.6; Pemphigus Ab inh: 86; V-ATPase pHluor: -3; Keap1 Nrf2 FP: 1; RTF Ca sens inh: -16; Arr AP2 block: -3; DAGLB inh: 3

How did O=C1CCCN1CCCNS(=O)(=O)c1ccc(Cl)c(C(=O)N2CCOCC2)c1 do in these assays?
C-LANA FP: -1.0; CAL PDZ FP-1: -2; CAL PDZ FP-2: 0.0; V-ATPase pHluor: 1; Keap1 Nrf2 FP: -5; RTF Ca sens inh: -7; Arr AP2 block: 0; DAGLB inh: 0; NSD2 inh: -1

What do the screens show for `CCNc1nc(NC(C)C)nc(SCCOC(=O)c2ccccc2)n1`?
C-LANA FP: 0.0; CAL PDZ FP-2: -2.3; Pemphigus Ab inh: 97; V-ATPase pHluor: 8; Keap1 Nrf2 FP: 1; RTF Ca sens inh: -7; Arr AP2 block: 3; DAGLB inh: -9; NSD2 inh: -3

How did Cc1ccc(CC(=O)NC2CCCc3ccccc32)cc1C (configuration not stated) do in these assays?
C-LANA FP: 1.2; CAL PDZ FP-1: -3; CAL PDZ FP-2: -2.3; V-ATPase pHluor: 1; Keap1 Nrf2 FP: -1; RTF Ca sens inh: 3; Arr AP2 block: 13; DAGLB inh: -2

Results for CC(=O)Nc1ccc(S(=O)(=O)N2CCc3ccccc3C2CC(=O)O)cc1 (configuration not stated) ?
C-LANA FP: 1.3; CAL PDZ FP-1: -5; CAL PDZ FP-2: -3.2; Pemphigus Ab inh: 103; V-ATPase pHluor: -3; Keap1 Nrf2 FP: -1; RTF Ca sens inh: 13; Arr AP2 block: 0; DAGLB inh: 0

How did COc1ccc(NC(=O)CCN2CCCCCC2)cc1 do in these assays?
C-LANA FP: -1.2; CAL PDZ FP-1: -1; CAL PDZ FP-2: -3.4; Pemphigus Ab inh: 87; V-ATPase pHluor: -7; Keap1 Nrf2 FP: -2; RTF Ca sens inh: -4; Arr AP2 block: 10; DAGLB inh: 6

Results for CCOC(=O)Cc1cnc(NC(=O)Cn2nnc(-c3ccc(OCC)cc3)n2)s1 ?
C-LANA FP: -1.2; CAL PDZ FP-1: -6; CAL PDZ FP-2: -2.1; V-ATPase pHluor: -2; Keap1 Nrf2 FP: -2; RTF Ca sens inh: -2; Arr AP2 block: 23; DAGLB inh: -5

Results for COc1ccc([N+](=O)[O-])cc1NC(=O)c1ccc(N(Cc2ccccc2Cl)S(C)(=O)=O)cc1 ?
C-LANA FP: -0.4; CAL PDZ FP-1: -6; CAL PDZ FP-2: -0.1; Pemphigus Ab inh: 102; V-ATPase pHluor: 1; Keap1 Nrf2 FP: -6; RTF Ca sens inh: 1; Arr AP2 block: -11; DAGLB inh: -4; NSD2 inh: 0

How did CN(C)c1ccc(S(=O)(=O)N(C)C)cc1[N+](=O)[O-] do in these assays?
C-LANA FP: 0.1; CAL PDZ FP-1: 0; CAL PDZ FP-2: -1.0; Pemphigus Ab inh: 103; V-ATPase pHluor: 2; Keap1 Nrf2 FP: -5; RTF Ca sens inh: 12; Arr AP2 block: -20; DAGLB inh: 2; NSD2 inh: 1

How did CCc1ccc(C2c3[nH]c4ccccc4c3CCN2C(=O)c2cc(C)nn2C)cc1 (configuration not stated) do in these assays?
C-LANA FP: -0.2; CAL PDZ FP-1: 3; CAL PDZ FP-2: -0.7; Pemphigus Ab inh: 110; V-ATPase pHluor: 3; Keap1 Nrf2 FP: 4; RTF Ca sens inh: -6; Arr AP2 block: 17; DAGLB inh: -4; NSD2 inh: -1

Results for COc1cc(OC)cc(C(=O)NNC(=O)c2cc(=O)[nH]c3ccccc23)c1 ?
C-LANA FP: 0.2; CAL PDZ FP-1: -4; CAL PDZ FP-2: -3.1; Pemphigus Ab inh: 104; V-ATPase pHluor: 3; Keap1 Nrf2 FP: -3; RTF Ca sens inh: -4; Arr AP2 block: -11; DAGLB inh: 0; NSD2 inh: -1

Results for O=C(CN1CCN(c2ccccc2)CC1)N1CCc2[nH]c3ccccc3c2C1 ?
C-LANA FP: 1.3; CAL PDZ FP-1: -1; CAL PDZ FP-2: 0.4; Pemphigus Ab inh: 102; V-ATPase pHluor: -1; Keap1 Nrf2 FP: -6; RTF Ca sens inh: 0; Arr AP2 block: 1; DAGLB inh: -1

Three entries from above, sorted by molar mass, low to high:
How did CC1CCN(c2ccc(-c3cccc(NC(=O)c4ccco4)c3)nn2)CC1 do in these assays?
C-LANA FP: -0.8; CAL PDZ FP-1: 5; CAL PDZ FP-2: -1.7; Pemphigus Ab inh: 102; V-ATPase pHluor: 2; Keap1 Nrf2 FP: -1; RTF Ca sens inh: 2; Arr AP2 block: -4; DAGLB inh: 1; NSD2 inh: -1

Results for COc1cc(OC)cc(C(=O)NNC(=O)c2cc(=O)[nH]c3ccccc23)c1 ?
C-LANA FP: 0.2; CAL PDZ FP-1: -4; CAL PDZ FP-2: -3.1; Pemphigus Ab inh: 104; V-ATPase pHluor: 3; Keap1 Nrf2 FP: -3; RTF Ca sens inh: -4; Arr AP2 block: -11; DAGLB inh: 0; NSD2 inh: -1

How did CCCC(C(=O)NC1CCCC1)N(Cc1ccc2c(c1)OCO2)C(=O)c1snc(C(N)=O)c1N (configuration not stated) do in these assays?
C-LANA FP: -1.1; CAL PDZ FP-1: 1; CAL PDZ FP-2: -3.1; Pemphigus Ab inh: 79; V-ATPase pHluor: -2; Keap1 Nrf2 FP: -5; RTF Ca sens inh: 4; Arr AP2 block: 23; DAGLB inh: -4; NSD2 inh: 15

The list continues.
Results for CN(C)CCCN(C(=O)CCc1ccccc1)c1nc2ccc(Br)cc2s1 ?
C-LANA FP: 0.0; CAL PDZ FP-1: -6; CAL PDZ FP-2: -5.7; Pemphigus Ab inh: 93; V-ATPase pHluor: 1; Keap1 Nrf2 FP: 2; RTF Ca sens inh: 0; Arr AP2 block: -1; DAGLB inh: 0; NSD2 inh: 10

Results for CCOc1ccc(S(=O)(=O)Nc2nc3ccccc3nc2-n2ccc(=NC(=O)c3cccs3)cc2)cc1 ?
C-LANA FP: 6.7; CAL PDZ FP-1: -5; CAL PDZ FP-2: -2.0; Pemphigus Ab inh: 93; V-ATPase pHluor: -3; Keap1 Nrf2 FP: -12; RTF Ca sens inh: 9; Arr AP2 block: 51; DAGLB inh: -1; NSD2 inh: 0

How did CCOc1cc(-c2nnc(-c3ccco3)o2)cc(OCC)c1OCC do in these assays?
C-LANA FP: -0.8; CAL PDZ FP-2: 0.3; Pemphigus Ab inh: 100; V-ATPase pHluor: 2; Keap1 Nrf2 FP: 4; RTF Ca sens inh: 0; Arr AP2 block: -15; DAGLB inh: -6; NSD2 inh: 3

What do the screens show for `Cn1c(=O)c2c(SCC(=O)N3CCCC3)nc(-c3ccccc3)nc2n(C)c1=O`?
C-LANA FP: 0.5; CAL PDZ FP-1: -6; CAL PDZ FP-2: -1.0; Pemphigus Ab inh: 98; V-ATPase pHluor: 2; Keap1 Nrf2 FP: 2; RTF Ca sens inh: -3; Arr AP2 block: -9; DAGLB inh: -1

Results for COc1ccc(NS(=O)(=O)c2cccc(C(=O)O)c2)cc1S(=O)(=O)N1CCCCC1 ?
C-LANA FP: 0.2; CAL PDZ FP-1: 1; CAL PDZ FP-2: 0.2; V-ATPase pHluor: 2; Keap1 Nrf2 FP: -4; RTF Ca sens inh: 3; Arr AP2 block: 9; DAGLB inh: 1; NSD2 inh: 7

Results for O=C(N/N=C/c1cn(-c2ccccc2)nc1-c1cccs1)c1ccc(Cl)cc1 ?
C-LANA FP: -0.6; CAL PDZ FP-1: 1; CAL PDZ FP-2: -2.7; Pemphigus Ab inh: 113; V-ATPase pHluor: -3; Keap1 Nrf2 FP: 2; RTF Ca sens inh: -1; Arr AP2 block: -5; DAGLB inh: -9; NSD2 inh: -2

How did Cc1cc2ccccn2c1C(=O)c1ccc(F)cc1 do in these assays?
C-LANA FP: 1.4; CAL PDZ FP-1: -4; CAL PDZ FP-2: -2.0; Pemphigus Ab inh: 110; V-ATPase pHluor: 2; Keap1 Nrf2 FP: -3; RTF Ca sens inh: -13; Arr AP2 block: -1; DAGLB inh: -3; NSD2 inh: -5

Bioassay records (PubChem BioAssay)

The list is partial. The share of hits here may be higher or lower than overall.
